ALDH1A1 block: ALDH1A1 (human) enzyme inhibition; P00352; Purified ALDH1A1, NADH fluorescence, propionaldehyde substrate; Potency, µM (doses to about 75.3 µM), inactives show at the highest dose activity, negative = inhibition, hits mostly inhibitors; 220,000 tested, 7.3% active; active means well fitted inhibition curve with a large enough effect, not every such curve was filed as active; inconclusive means small, poorly fitted or top-dose-only effect, or another doubt; inactive means no such curve, though single readings can be large or run the other way;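 further: plate controls were no enzyme wells and a reference inhibitor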
aGal spleen mod: alpha-galactosidase A (human) modulation | Potency, µM (titrated, usually from 80 µM), inactives show at the highest dose activity change, negative = inhibition, most hits filed as inhibitors | 240,000 tested, 0.008% active | human spleen homogenate, 4MU-alpha-Gal fluorescence, 40 min;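 further: 0% = enzyme with vehicle and -100% = no enzyme basal signal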
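Spleen homogenate 1 ug + cpd (titration) + 4-MU-alpha-D-galactopyranoside 1 mM; 37C 40 min; 50 mM citrate/phosphate pH 5.0, 0.01% Tween-20; stop pH 10; fluorescence 365/440; AC50 via Hill.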
TexasRed fluor: alters Texas Red total fluorescence, flagging assay interference; TRb/SRC2 Texas Red total fluorescence interference; Potency, µM (top dose mostly 106 µM), inactives show at the highest dose fluorescence change, negative = quenching; 280,000 tested, 0.29% active; active means well fitted curve in either direction with a large enough effect; inconclusive means small, poorly fitted or top-dose-only effect
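Flags fluorescent or light-absorbing compounds by total fluorescence, S + 2P, at 555 nm excitation and 632 nm emission. Mixture: 20 nM Texas Red SRC2 peptide, 0.6 uM human TRb LBD, 1 uM T3, 5% DMSO; compound exposure 5 h at ambient temperature.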
Tau fluor cs: counter-screen for tau fibril formation inhibitors | tau K18 P301L Alexa594 fluorescence, heparin fibrillization | Potency, µM (series often up to 57.7 µM), without a hit: top-dose activity change, negative = decrease | 280,000 tested, 0.93% active | AID 1463; further: nearly all actives have a fitted effect of over 55% in size
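Human K18 P301L tau (15 uM unlabeled plus 0.24 uM Alexa 594-labeled, final) in 100 mM sodium acetate pH 7 was mixed with compound and 20 uM heparin and incubated 6 hr at 37 C.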
L3MBTL1 block: inhibitors of human L3MBTL1; Q9Y468; 230,000 tested, 0.66% active; AlphaScreen L3MBTL1–H3K9me1 peptide binding; Potency, µM (doses to about 57.1 µM), for inactives: at the top dose activity, negative = inhibition, most hits filed as inhibitors; AID 485360; further: nearly all actives have a fitted effect of over 60% in size
Target sequence (Q9Y468 whole entry, looked up): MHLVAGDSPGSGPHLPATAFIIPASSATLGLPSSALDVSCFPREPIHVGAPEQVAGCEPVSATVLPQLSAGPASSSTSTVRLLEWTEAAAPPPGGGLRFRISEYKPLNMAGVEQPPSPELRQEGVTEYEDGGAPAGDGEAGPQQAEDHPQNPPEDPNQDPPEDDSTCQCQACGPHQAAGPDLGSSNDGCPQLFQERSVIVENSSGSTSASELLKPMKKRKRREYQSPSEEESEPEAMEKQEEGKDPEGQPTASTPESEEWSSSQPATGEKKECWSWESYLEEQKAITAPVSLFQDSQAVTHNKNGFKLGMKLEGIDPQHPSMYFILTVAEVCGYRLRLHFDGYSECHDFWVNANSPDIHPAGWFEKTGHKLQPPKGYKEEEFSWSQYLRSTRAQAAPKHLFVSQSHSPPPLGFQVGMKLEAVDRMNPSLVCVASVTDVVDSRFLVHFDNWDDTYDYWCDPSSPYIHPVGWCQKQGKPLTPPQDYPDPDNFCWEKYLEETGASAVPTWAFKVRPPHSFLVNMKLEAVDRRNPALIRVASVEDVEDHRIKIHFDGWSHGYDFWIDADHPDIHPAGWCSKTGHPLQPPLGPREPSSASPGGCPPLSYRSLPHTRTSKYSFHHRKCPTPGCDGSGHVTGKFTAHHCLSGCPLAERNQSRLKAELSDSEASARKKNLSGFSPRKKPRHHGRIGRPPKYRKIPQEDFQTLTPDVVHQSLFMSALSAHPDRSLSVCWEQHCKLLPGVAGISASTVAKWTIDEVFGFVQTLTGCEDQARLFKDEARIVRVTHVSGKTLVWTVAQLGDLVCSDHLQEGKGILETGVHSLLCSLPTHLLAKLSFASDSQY
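AlphaScreen proximity signal between nickel-chelate acceptor and streptavidin donor beads (final 10 ug/mL) reports binding of 50 nM L3MBTL1 to 75 nM biotin-H3 K9me1 peptide; complex incubated with compounds 30 min at room temperature; cefsulodin titration as control.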
Tau FP inhib: inhibitors of human tau fibril formation; K18 P301L tau heparin fibrillization, Alexa594 FP, 6 h; 280,000 tested, 0.39% active; AID 1468; P10636; Potency, µM (series often up to 57.7 µM), for inactives: at the top dose activity, negative = inhibition, most hits filed as inhibitors; further: nearly all actives have a fitted effect of over 55% in size
Target sequence (P10636 561-689 P618L limits assumed): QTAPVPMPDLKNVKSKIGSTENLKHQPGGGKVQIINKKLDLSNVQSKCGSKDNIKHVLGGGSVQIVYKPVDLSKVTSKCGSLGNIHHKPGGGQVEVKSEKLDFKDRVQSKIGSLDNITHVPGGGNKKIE
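Human tau K18 […] P301L fragment, 15 uM unlabeled plus 0.24 uM Alexa 594-labeled tau (final), with compound and 20 uM heparin in 100 mM sodium acetate pH 7; 6 hr at 37 C, then Alexa 594 FP read.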
TRb-SRC2 inh: TRbeta-SRC2 interaction inhibition | TRbeta-SRC2 peptide binding, fluorescence polarization; receptor liganded with 1 µM T3 | 280,000 tested, 0.065% active | Potency, µM (series often up to 106 µM), inactives show at the top dose activity change, negative = inhibition, most hits filed as inhibitors | P10828 | AID 1469;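 further: plate controls were bound peptide for no effect and peptide without receptor for full effect; nearly all actives have a fitted effect of over 50% in size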
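Polarization signal, normalized between peptide-alone and full complex controls, measured compound effects on T3-liganded human TRb LBD (0.6 uM) binding 20 nM Texas Red SRC2 peptide after 5 hr.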
Tau ThT inhib: inhibitors of human tau fibril formation, thioflavin T binding | P10636 | recombinant tau K18 P301L (four-repeat tau fragment), heparin-induced fibrillization, ThT fluorescence | Potency, µM (titrated, usually from 57.4 µM), inactives show top-dose activity, negative = inhibition, actives largely listed as inhibitors | 270,000 tested, 2.1% active | AID 1460; further: nearly all actives have a fitted effect of over 55% in size
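Heparin-induced (20 uM) aggregation of recombinant human K18 P301L tau, 15 uM unlabeled with 0.24 uM labeled, pH 7 acetate buffer, 6 hr at 37 C with compound. Fibrils quantified by 30 uM ThT fluorescence after 1 hr ambient incubation.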
* hit, by the source's call; u = inconclusive; x = not tested or not shown; [ ] = another dose, or the depositor's remark. Unless noted, the call rests on the fitted dose curve; in most records, active means well fitted curve in the direction sought with a large enough effect; inconclusive means small, poorly fitted or top-dose-only effect, or another doubt; inactive means no such curve, though single readings can be large; an effect the other way counts as inactive or inconclusive. Unless noted, on the % scale 0 is the no-effect control and ±100 the full control effect; potency means the concentration at half of the fitted maximal effect. Compounds were not picked by outcome; 8.5% or so of the library scored in one or more.

1	CC(=O)c1ccc(Nc2nc(NCCO)nc(OC(C(F)(F)F)C(F)(F)F)n2)cc1
2	O=C(O)CCCCCN1C(=O)C(O)=C(C(=O)/C=C/c2ccccc2)C1c1ccc2c(c1)OCO2 (stereo not given)
3	CC1CC(=O)c2cnc(N3CCOCC3)nc2C1 (stereo not given)
4	COc1ccc(C(=O)N2CC(=O)N(CCc3ccccc3)C(=O)C2)cc1OC
5	CC1(C)C(=O)OC(c2cccc([N+](=O)[O-])c2)C2(CCCCC2)C1=O (stereo not given)
6	CCc1ccc(S(=O)(=O)N(C(=O)c2ccncc2)c2ccc3oc(C)c(C(=O)OC)c3c2)cc1
7	COc1ccc(-c2noc(CCC(=O)NCc3cc(Br)ccc3OC)n2)cc1
8	COC(=O)c1nc(-c2ccccc2)n[nH]1

assay / compound	1	2	3	4	5	6	7	8
ALDH1A1 block	3%	u	u	-10%	u	x	4%	-14%
aGal spleen mod	-3%	-7%	2%	-6%	2%	x	4%	4%
TexasRed fluor	-2%	-6%	-1%	-4%	-4%	-2%	2%	-1%
Tau fluor cs	0%	-12%	-9%	-4%	-2%	-21%	-14%	-11%
L3MBTL1 block	-14%	-11%	x	9%	-8%	x	x	x
Tau FP inhib	u	0%	-5%	-5%	-1%	6%	0%	-8%
TRb-SRC2 inh	-11%	-3%	-7%	-3%	-9%	6%	1%	0%
Tau ThT inhib	-3%	u	-8%	-6%	1%	u	-7%	-15%

9	COc1ccc(OC(C)C(=O)NCc2cccnc2)cc1 (stereo not given)
10	COc1cccc(C2NC(=O)NC(O)(C(F)(F)F)C2C(=O)c2cccnc2)c1OC (stereo not given)
11	COc1cc(C2NC(=O)NC(C)=C2C(=O)OCc2ccccc2)ccc1O (stereo not given)
12	Cn1nc([N+](=O)[O-])nc1Oc1ccccc1F
13	O=C(O)c1cc(O)ccc1N=Nc1ccccc1
14	O=C(NC1CCCCC1)C(c1ccccc1)N1CCCC1 (stereo not given)
15	Cc1ccccc1Nc1nc2nonc2nc1N1CCOCC1
16	O=C(Nn1nnnc1Nc1ccccc1)C12CC3CC(CC(C3)C1)C2

assay / compound	9	10	11	12	13	14	15	16
ALDH1A1 block	-2%	11µM*	1%	7%	x	-4%	3%	-10%
aGal spleen mod	-2%	-1%	2%	0%	1%	3%	1%	-5%
TexasRed fluor	-4%	2%	1%	-6%	-2%	2%	-1%	1%
Tau fluor cs	4%	2%	-4%	6%	-7%	-1%	-4%	-5%
L3MBTL1 block	-4%	1%	-2%	-1%	x	1%	-11%	x
Tau FP inhib	8%	0%	10%	0%	-1%	-8%	-3%	10%
TRb-SRC2 inh	-18%	-1%	-25%	-3%	4%	-16%	-4%	-9%
Tau ThT inhib	5%	0%	-3%	3%	u	-2%	-5%	4%

Continued, overlapping the part above by two compounds.
15	Cc1ccccc1Nc1nc2nonc2nc1N1CCOCC1
16	O=C(Nn1nnnc1Nc1ccccc1)C12CC3CC(CC(C3)C1)C2
17	COc1cccc(C(=O)N[C@@H](CCSC)c2nc3ccccc3[nH]2)c1
18	Cc1cc(C)cc(NC(=O)C2CCN(S(=O)(=O)c3c(C)n[nH]c3C)CC2)c1
19	Cc1cc2oc(C(=O)Nc3ccc(S(=O)(=O)N(C)Cc4ccccc4)cc3)cc(=O)c2cc1C
20	Cc1ccccc1-c1noc(-c2ccc(NCC3CCCO3)c([N+](=O)[O-])c2)n1 (stereo not given)
21	COc1ccc(Br)cc1CSC(=N)N
22	COC(=O)c1ccc(NC(=O)c2c(-c3ccccc3)c(-c3ccccc3)nn(C)c2=O)cc1
23	Cc1noc(C)c1S(=O)(=O)N1CCC(C(=O)N2CCC(C)CC2)CC1
24	COc1ccc(NC(=O)C2CCCN(C)C2)cc1OCC(C)C (stereo not given)

assay / compound	15	16	17	18	19	20	21	22	23	24
ALDH1A1 block	3%	-10%	0%	12%	x	x	7%	x	-2%	1%
aGal spleen mod	1%	-5%	-9%	-7%	x	x	8%	x	5%	-2%
TexasRed fluor	-1%	1%	5%	1%	-10%	-2%	-2%[53 µM]	-1%	0%	-5%
Tau fluor cs	-4%	-5%	-10%	-5%	-1%	-5%	-3%	-12%	-2%	0%
L3MBTL1 block	-11%	x	x	0%	x	x	19%	x	x	-1%
Tau FP inhib	-3%	10%	-3%	-5%	-12%	-5%	2%	-2%	0%	-3%
TRb-SRC2 inh	-4%	-9%	6%	4%	11%	-7%	5%[53 µM]	-1%	8%	-2%
Tau ThT inhib	-5%	4%	-7%	3%	3%	-6%	-8%	-7%	-8%	-3%

25	COc1ccc(CSCC(=O)N/N=C/c2ccc(OCC(=O)NCc3ccco3)cc2)cc1
26	COC(=O)NC(c1cccc(F)c1)[C@]1(C(C)=O)CCCC1=O (stereo not given in full)
27	Clc1ncc(CN2CCN(Cc3ccccc3)CC2)s1
28	Cc1cccc(-c2nc(SCCCOc3ccc(Cl)c(C)c3)n3[nH]c(=O)cc3n2)c1
29	Cc1ccc(CNS(=O)(=O)c2ccc3oc(C(=O)O)c(C)c3c2)cc1
30	O=c1c(O)c(-c2ccccc2)oc2cc(O)cc(O)c12
31	Fc1ccc(NC(=S)NCCN2CCOCC2)c(F)c1F
32	O=C(O)CSc1cccc2cccc(C(=O)O)c12

assay / compound	25	26	27	28	29	30	31	32
ALDH1A1 block	4%	0%[13.5 µM]	u	x	u	-2%	-8%	3%
aGal spleen mod	6%	-6%[17.5 µM]	6%	x	3%	-6%	2%	0%
TexasRed fluor	-2%	0%[11.2 µM]	1%	-1%	-3%	-2%	-2%	1%
Tau fluor cs	-17%	-15%[11.6 µM]	-3%	-26%	-1%	u	1%	2%
L3MBTL1 block	-5%	x	15%	x	10%	-5%	-1%[11.4 µM]	2%
Tau FP inhib	-2%	1%[11.6 µM]	-2%	-11%	-11%	-6%	-3%	-2%
TRb-SRC2 inh	-10%	10%[11.2 µM]	-5%	6%	-2%	2%	1%	-7%
Tau ThT inhib	-14%	-18%[11.5 µM]	-9%	-17%	5%	u	0%	-5%

33	Fc1ccc(-c2nc(-c3cccs3)c(-c3cccs3)[nH]2)cc1
34	Cc1cc(N)n2nc(C)c(-c3ccc(Cl)cc3)c2n1
35	CO[C@H]1COC(=O)[C@@H](C)COC(=O)[C@H](C)NC(=O)C/C=C\[C@H]1C
36	CN(C)C(CNS(=O)(=O)c1ccc(F)cc1)c1cccnc1 (stereo not given)
37	COc1ccc(NS(=O)(=O)c2ccc3[nH]c4c(c3c2)CCCCCC4)cc1
38	Cc1nn(C(C)C(=O)N2CCN(c3ccc(F)cc3)CC2)c(=O)c2c1sc1ccccc12 (stereo not given)
39	Brc1cccc(/C=N/Nc2nc(N3CCCCC3)nc(N3CCCCC3)n2)c1
40	CC(C)[C@H](NC(=O)NCCc1ccc(F)cc1)C(=O)O

assay / compound	33	34	35	36	37	38	39	40
ALDH1A1 block	x	u	14%[13.5 µM]	14%	x	x	16%	5%
aGal spleen mod	x	5%	7%[17.5 µM]	-2%	x	x	9%	7%
TexasRed fluor	-2%	-8%	0%[11.2 µM]	-3%	-1%	-1%	0%	-1%
Tau fluor cs	u	u	0%[11.6 µM]	-1%	5µM*[quencher]	-1%	-8%	-6%
L3MBTL1 block	x	12%	x	u	x	x	6%	4%
Tau FP inhib	11%	u	0%[11.6 µM]	0%	0%	-14%	-8%	-9%
TRb-SRC2 inh	-4%	-4%	-9%[11.2 µM]	5%	1%	-8%	2%	4%
Tau ThT inhib	-7%	-15%	1%[11.5 µM]	-3%	15%	4%	-8%	-5%

41	O/N=C1/CCc2cccc3cccc1c23
42	COc1ccc(-c2nc3n(c2Br)CCC3)cc1
43	COC(=O)c1ccc(N2Cc3ccccc3/C2=N\C(=O)Nc2ccccc2)cc1
44	O=c1c(-c2nn[nH]n2)coc2ccc(Cl)cc12
45	O=C(Cc1ccccc1)NCc1n[nH]c(=S)n1-c1ccccc1
46	CN(c1ccccc1)S(=O)(=O)c1cccc(NC(=O)c2cc(=O)c3ccccc3o2)c1
47	CCCCC(=O)Nc1ccc(C(=O)N2CCN(c3ccccc3OC)CC2)cc1
48	Cc1ccc(Oc2ccc3c(c2)C(=O)N(c2ccc(S(=O)(=O)Nc4nccs4)cc2)C3=O)cc1
49	C=CCOCC1CN2C(CCC(C)C2c2ccc(Br)cc2)C(=O)O1 (stereo not given)
50	O=C(NC(=S)Nc1ccccc1N1CCOCC1)c1cccs1

assay / compound	41	42	43	44	45	46	47	48	49	50
ALDH1A1 block	-2%	6%	-1%	7%	-3%	u	6%	-34%	4%[13.5 µM]	40µM*
aGal spleen mod	-7%	-5%	1%	4%	-3%	-9%	4%	-4%	0%[17.5 µM]	-19%
TexasRed fluor	1%	-3%	0%	-4%	0%	1%	0%	-5%	-2%[11.2 µM]	0%
Tau fluor cs	-3%	-2%	-15%	7%	-7%	13µM*[quencher]	-5%	u	-20%[11.6 µM]	-28%
L3MBTL1 block	x	-2%	2%	-28%	x	x	1%	-21%	x	-1%
Tau FP inhib	2%	9%	u	-1%	2%	-27%	3%	-6%	0%[11.6 µM]	9%
TRb-SRC2 inh	-1%	-11%	0%	-2%	2%	4%	6%	8%	-1%[11.2 µM]	5%
Tau ThT inhib	-3%	-20%	9%	6%	-7%	-18%	-2%	-21%	-15%[11.5 µM]	-11%

Fetched by compound from the list above (2):
41	O/N=C1/CCc2cccc3cccc1c23
46	CN(c1ccccc1)S(=O)(=O)c1cccc(NC(=O)c2cc(=O)c3ccccc3o2)c1

assay / compound	41	46
ALDH1A1 block	-2%	u
aGal spleen mod	-7%	-9%
TexasRed fluor	1%	1%
Tau fluor cs	-3%	13µM*[quencher]
L3MBTL1 block	x	x
Tau FP inhib	2%	-27%
TRb-SRC2 inh	-1%	4%
Tau ThT inhib	-3%	-18%

Screening results: PubChem, National Center for Advancing Translational Sciences (NCATS)
